Lipid storage S3: qHTS Assay for Lipid Storage Modulators in Drosophila S3 Cells. Drosophila S3 cells, BODIPY lipid droplet fluorescence, 18-24 h; cells fed with added oleic acid. Potency in µM for hits, for the others lipid storage change, negative = inhibition, % at the top dose, mostly 46.1 µM. 320,000 compounds, 0.64% hits; active = well fitted inhibition curve with a large enough effect in the signal ratio, with a control signal flat, not every such curve was filed as active; inconclusive = small, poorly fitted or top-dose-only effect, or effect the other way, or a change in a side signal; the % refers to the signal ratio
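Drosophila S3 cells loaded with oleic acid (400 uM, as added) and compounds at several concentrations; lipid droplets imaged by 488-nm laser-scanning cytometry, 500–530 nm intensity and object ratio to cell channel. Percent activity normalized to 20 uM Triacsin C.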
Lipid storage S3 cell count max: further read-out of Lipid storage S3, marked with its call; cell number change, %; measured here: cell count max response;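 cells counted by Cell Tracker Red CMTPX staining in the red channel; peak over a dose series mostly up to 46.1 µM; percent activity relative to internal control wells on each plate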
Active calls of the source: *; i = inactive; ? = inconclusive; / = no result given; & = joins results of further samples. % is scaled to controls: 0 for no effect and ±100 for the full control effect; potency is read from the fitted curve at half-maximal effect.

SMILES	Lipid storage S3	Lipid storage S3 cell count max
COC(=O)/C=C1/S/C(=N/NC(=O)c2ccccc2)NC1=O	?	/
COc1ccc(Br)cc1S(=O)(=O)Nc1ncn[nH]1	15.6%	/
CCc1cc2c(=O)[nH]c(Cc3ccc(OC)cc3)nc2s1	?	/
CC(Oc1ccccc1C(N)=O)C(=O)Nc1ccc(S(=O)(=O)N2CCCC2)cc1 (stereo not given)	?	/
O=C(Nc1ccc(C(=O)O)cc1)/C(=C/c1cccc(Br)c1)NC(=O)c1ccco1	-10.3%	5.6
CC1=CC(C)(C)NC(=O)N1c1ccc(C)cc1	0.1%	6.2
Cn1c(SCC(=O)N(Cc2ccccc2)C(C)(C)C)nc2ccccc21	?	/
CCn1c2c(c(C)cc1=O)C(=O)CC(C)(C)C2	?	/
Cc1ccc(S(=O)(=O)NCCC(=O)N2CCN(S(=O)(=O)c3ccccc3)CC2)cc1C	?	/
COc1cccc(C(=O)Nc2ccc(NC(=O)c3cc4ccccc4o3)c(OC)c2)c1	?	/
CC(CC(=O)Nc1nc2ccccc2[nH]1)n1ccnc1 (stereo not given)	?	/
O=C(N/N=C/c1cc([N+](=O)[O-])ccc1O)c1cccc2ccccc12	?	/
O=C(COc1ccc(Br)cc1F)NC1CCN(Cc2ccccc2)CC1	?	/
O=C(CCN1c2ccccc2Sc2ccccc21)OCC(=O)N1CCN(C(=O)c2ccco2)CC1	?	/
Cn1nc(C(F)(F)F)c(/C=N/OC(=O)c2ccccc2)c1SCc1ccccc1Cl	11.4%	/
O=C(CN1C(=O)C2CCCCC2C1=O)Nc1ccccc1C(=O)O (stereo not given)	?	/
CCNC(=S)Nc1ccc(Cl)c(C(F)(F)F)c1	?	/
CN(C(=O)COC(=O)c1cc([N+](=O)[O-])ccc1N1CCCC1)C1CCS(=O)(=O)C1 (stereo not given)	?	/
CC(C)CNC(=S)Nc1ccc(Oc2ccccc2)cc1	-17.6%	-4.0
Cc1ccc(N(CC(=O)NC2CCCCC2)S(=O)(=O)c2cccs2)cc1	i	-10.3
CCOC(=O)c1nnn(-c2nonc2N)c1CSc1ccccn1	-6.2%	-13.5
CN(C)c1cccc(C(=O)OCCCC(=O)c2ccc(F)cc2)c1	?	/
CCOC(=O)N1CCN(C(=S)NC(=O)c2ccc(F)c(F)c2)CC1	?	/
Cc1c(C)n(C)c2ccc(C(=O)NCCCN3CCOCC3)cc12	?	/
C/C(N)=C(/C#N)C(=O)COC(=O)c1ccccc1Cc1ccccc1	2.3%	23.3
O=C(COc1ccc2c(c1)OCO2)Nc1ccccc1F	?	/
CN(C)C(CNC(=O)CCCOc1ccccc1)c1ccco1 (stereo not given)	i	-0.9
Cc1cccc(NC(=O)COC(=O)CCc2c[nH]c3ccccc23)c1	?	/
COc1ccc(C(=O)N/C(=C/c2ccco2)C(=O)N2CCCCCC2)cc1	?	/
Cc1ccc(SCc2cc(=O)[nH]c(Nc3nc(C)c4ccc(C)cc4n3)n2)cc1	?	/
CC(C)CNC(=O)CCCc1c[nH]c2ccccc12	-9.9%	4.8
CCCCNC(=S)Nc1ccc(SC(F)F)cc1	?	/
O=C(N/N=C/c1cc2c(cc1[N+](=O)[O-])OCO2)c1ccc2c(c1)OCO2	?	/
COCCNC(=O)c1cn(C(C)c2ccccc2F)nn1 (stereo not given)	-0.7%	11.1
CCOC(=O)C1CCCN(C(=O)c2ccc3c(=O)n(Cc4ccccc4OC)c(=S)[nH]c3c2)C1 (stereo not given)	?	/
CCOc1ccc(Br)cc1CNCc1cccnc1	-16.0%	/
CCOc1ccccc1N1CC(C(=O)NCCOc2ccccc2OC)CC1=O (stereo not given)	?	/
CCOc1ccc(NC(=O)NCC2CCN(c3ccc(OC)cc3)C2)cc1 (stereo not given)	?	/
O=C1C(Nc2ccccc2)=C(NS(=O)(=O)c2ccccc2)C(=O)c2ccccc21	?	/
Cc1cc(C)cc(N2C(=O)CC(Sc3ncn[nH]3)C2=O)c1 (stereo not given)	0.1%	-3.7
O=C1CC(=O)Nc2cc(S(=O)(=O)Nc3ccc(F)cc3Cl)ccc2N1	14.9%	8.6
Cc1nc2c(Br)cc(Br)cc2cc1O	?	/
Cc1n[nH]c(=O)nc1N1CCN(c2ccccc2)CC1	21.7%	13.0
Cc1ccc(-c2[nH]ncc2/C=N/n2c(C)nc3ccccc3c2=O)cc1	9.2%	-4.1
Oc1ccc2ccccc2c1C=Nc1cc(C(F)(F)F)ccc1N1CCCC1	?	/
Nn1c(C2COc3ccccc3O2)n[nH]c1=S (stereo not given)	8.2%	-5.3
Cc1ccc(NC(=O)C(C)SCc2nc3sc(C)c(C)c3c(=O)[nH]2)nc1 (stereo not given)	4.5%	/
CCc1ccc(CN(C)C(=O)C2CCC(=O)N(Cc3cccc(OC)c3)C2)nc1 (stereo not given)	?	/
c1ccc2[nH]c(NCCCN3CCOCC3)nc2c1	?	/
COc1ccccc1OCc1ccc(C(=O)NCC2CCCO2)o1 (stereo not given)	?	/
CCOC(=O)c1cnn(-c2ccc([N+](=O)[O-])cc2)c1N	?	/
CCCOc1ccc(/C=N/Nc2cccc([N+](=O)[O-])c2)c(O)c1	?	/
O=c1oc2ccccc2c(Nc2cccc3ccccc23)c1[N+](=O)[O-]	4.5%	-12.0
CC(=O)N1c2ccc(S(=O)(=O)NCC3CCC(C(=O)NC4CCC(C)CC4)CC3)cc2CC1C (stereo not given)	i	15.6
O=C(O)c1cc([N+](=O)[O-])c(NCCC2=CCCCC2)c([N+](=O)[O-])c1	-4.1%	-3.1
COc1ccc(NC(=S)N2CCC(C(=O)N3CCCCCC3)CC2)cc1	?	/
COC(=O)C1=C(C)NC(C)=C(C(=O)OC)C1c1ccc(OC(=O)c2oc3ccccc3c2C)c(OC)c1	?	/
CC(=O)Cc1nsc(NC(=O)c2ccc(COc3ccccc3C)o2)n1	?	/
COc1ccc(Cc2nc3ccccc3[nH]c2=O)cc1	3.26µM*	/
CCN1CCN(C(=O)CS(=O)(=O)Cc2nc(-c3ccccc3C)oc2C)CC1	?	/

Given with values under each structure: four of the compounds above
The line under a structure holds: Lipid storage S3	Lipid storage S3 cell count max
> CCOC(=O)c1cnn(-c2ccc([N+](=O)[O-])cc2)c1N
  ?	/
> CCCOc1ccc(/C=N/Nc2cccc([N+](=O)[O-])c2)c(O)c1
  ?	/
> O=c1oc2ccccc2c(Nc2cccc3ccccc23)c1[N+](=O)[O-]
  4.5%	-12.0
> CC(=O)N1c2ccc(S(=O)(=O)NCC3CCC(C(=O)NC4CCC(C)CC4)CC3)cc2CC1C (stereo not given)
  i	15.6

Remaining list, next part
SMILES	Lipid storage S3	Lipid storage S3 cell count max
O=C(COC(=O)/C=C/c1ccc(Cl)cc1Cl)NCc1ccco1	14.2%	3.9
Cc1cc2c(n1-c1ccc(Cl)cc1)CC(C)(C)CC2=O	?	/
Cc1cc(NC(=O)c2sc3ccccc3c2O)no1	?	/
COc1ccc(C(=O)c2c3ccccc3[n+]([O-])n2CCC(N)=O)cc1	?	/
Cc1ccc(OCc2nnc(SCc3cc(=O)[nH]c4ccccc34)n2-c2ccccc2)cc1	2.0%	4.9
Cc1ccc(/C=N/NC(=O)CN2CCN(Cc3ccccc3)CC2)o1	-6.6%	22.9
O=C(NCCCN1CCOCC1)C(=O)NCC1CCCO1 (stereo not given)	1.8%	15.6
O=c1cc(CSc2nnc(-c3cccnc3)n2-c2ccccc2F)nc2sccn12	11.7%	1.2
COc1ccc(OC)c2[nH]c(=O)c(CCNC(=O)c3ccc(S(=O)(=O)N4CCCC4)cc3)cc12	-1.5%	1.3
Cc1cccnc1NC(=O)c1ccc(COc2ccccc2)o1	?	/
CCOC(=O)Cn1c(=O)oc2cc(S(=O)(=O)Nc3ccc(F)cc3)ccc21	?	/
Cc1ccc2cccc(Oc3ncnc4scc(-c5ccc(Cl)cc5)c34)c2n1	4.9%	-21.1
O=S(=O)(Nc1cc(Cl)cc(Cl)c1)N1CCOCC1	-11.3%	-17.2
O=C(CN1C(=O)C2C3C=CC(C3)C2C1=O)Nc1cccc(S(=O)(=O)N2CCCC2)c1 (stereo not given)	14.3%	6.8
CC1COC(=O)C(NNc2ccc(Cl)c(Cl)c2)=N1 (stereo not given)	i	/

Quoted from the listing.
In Lipid storage S3, O=c1cc(CSc2nnc(-c3cccnc3)n2-c2ccccc2F)nc2sccn12 has 11.7%
In Lipid storage S3, Cc1ccc(OCc2nnc(SCc3cc(=O)[nH]c4ccccc34)n2-c2ccccc2)cc1 has 2.0%

(more compounds)
SMILES	Lipid storage S3	Lipid storage S3 cell count max
Fc1ccc(N/N=C2/CC(c3ccccc3)Oc3ccccc32)c(F)c1 (stereo not given)	19.2%	-5.1
COC(=O)c1oc2ccc(Br)cc2c1-n1cccc1	14.1%	-13.1
Cc1ccc(P(=Nc2ccccc2)(N2CCOCC2)N2CCOCC2)o1	?	/
CC(C)c1cccc(C(C)C)c1NC(=O)COC(=O)[C@H](C)NC(N)=O	5.3%	/
Cc1nnc(NCc2ccco2)s1	2.4%	-13.8
COCCN(CC(=O)Nc1cccc(S(=O)(=O)N2CCCC2)c1)Cc1nc2ccccc2c(=O)[nH]1	?	/
Cc1ccc(C(=O)CSc2ncnc3sc4c(c23)CCC(C)C4)cc1 (stereo not given)	4.9%	5.2
COc1cc(-c2nc3ccccc3nc2-c2ccc(O)c(OC)c2)ccc1O	?	/
COc1ccc(-n2nc(C(=O)NCC(=O)NCC3COc4ccccc4O3)c3ccccc3c2=O)c(OC)c1 (stereo not given)	?	/
Brc1ccc(-c2csc3ncnc(-n4nnc5ccccc54)c23)cc1	?	/
CC(C)CNC(=O)NC(=O)COC(=O)c1cc(F)cc(F)c1	5.5%	-16.2
COC(=O)c1nn(Cc2ccccc2)c(=O)c2ccccc12	?	/
COCCCC/C(=N\OCCN)c1ccc(C(F)(F)F)cc1	?	14.9&-14.3
CC(C)NC(=O)[C@H]1N2C(=O)c3ccccc3C2SC1(C)C (stereo not given in full)	?	/
Cc1cccc(N/N=C/c2ccncc2)c1	-0.2%	4.3
Cc1ccc(S(=O)(=O)N2CCN(C(=O)CC(C)C)CC2)cc1	0.7%	-0.3
Cc1ccc(S(=O)(=O)NCC(=O)OC2CCOC2=O)cc1 (stereo not given)	0.0%	-19.9
CCNC(=O)c1ccc(NC(=O)CC2SC(N3CCCC3)=NC2=O)cc1 (stereo not given)	?	/
Cc1cc(C)n2cc(CSc3nc4cc(Cl)ccc4o3)nc2n1	i	26.2
COc1ccc(CC(=O)NNC(=O)COc2ccc3ccccc3c2)cc1	?	/
CCN(C(=O)C1CCCN(c2nc(-c3ccc(OC)cc3)no2)C1)c1ccccc1F (stereo not given)	?	/
O=C(NCc1ccncc1)c1ccc(NS(=O)(=O)c2cccc([N+](=O)[O-])c2)cc1	?	/
Cc1ccc(NC(=O)COC(=O)Cc2csc(-c3cccc(F)c3)n2)cc1C	?	/
CCCOc1ccc(/C(O)=C2/C(=O)C(=O)N(CCCn3ccnc3)C2c2cccs2)cc1 (stereo not given)	-18.4%	-16.2
CCn1c(SCc2nc3scc(-c4ccccc4)c3c(=O)[nH]2)nnc1-c1cccs1	-11.7%	-9.4
Cc1ccc(C(=O)OCC(=O)N2CCOCC2)cc1	i	-0.8
NC(=O)C1CCN(C(=O)c2ccc(NC3=NC4CS(=O)(=O)CC4S3)cc2)CC1 (stereo not given)	?	/
CCOC(=O)c1c(C)[nH]c(C(=O)OCC(=O)NC(C)(C)C)c1C	?	/
CCn1[nH]c(=O)c(=Nc2c(C)n(C)n(-c3ccccc3)c2=O)cc1-c1ccc(Cl)cc1	4.9%	-13.7
CN(C(=O)COC(=O)/C=C/c1ccccc1[N+](=O)[O-])c1ccccc1	?	/
CC(C)(C)N(Cc1ccccc1)C(=O)c1ccc(Br)o1	-0.2%	-3.9
COc1ccc(NS(=O)(=O)c2cccs2)c(OC)c1	8.4%	1.4
CCCOc1ccc(-c2c(C(=O)N/N=C/C3CCCCC3)nnn2-c2nonc2N)cc1	13.2%	/
O=C(COc1ccc(Br)cc1Cl)NC(=S)N1CCc2ccccc21	?	/
CC(C)(C)NC(=O)CSc1nc2ccc(NC(=O)CSc3nnc(N)s3)cc2s1	?	/
COc1ccc(Br)cc1CN(C)C(C)C(=O)Nc1cc([N+](=O)[O-])ccc1OC (stereo not given)	?	/
Cc1[nH]c2c(Cl)cccc2c(=O)c1CN1CCCC1	i	-13.3
Nn1c(SCc2nc3ccccn3c2Br)nnc1-c1cccnc1	14.6%	-12.7
NC(=O)CC[C@@H]1NC(=O)[C@@H]2CCCN2C(=O)c2cc([N+](=O)[O-])cc(I)c2NCCCC[C@@H](C(=O)NC(CC(=O)O)C(N)=O)NC1=O (stereo not given in full)	-5.0%	11.6
CC1(C)CC(=O)C2=C(C1)OC1=C(C(=O)CC(C)(C)C1)C2c1ccc(O)c([N+](=O)[O-])c1	1.5%	0.9
COc1cccc(NC(=O)Nc2nnc(Cc3ccccc3)s2)c1	?	/
O=C(CCc1nc(-c2ccccc2)no1)N1CCCC1	18.6%	3.5

Compound profiles (already shown).
Nn1c(SCc2nc3ccccn3c2Br)nnc1-c1cccnc1 is entered as Lipid storage S3: 14.6%; Lipid storage S3 cell count max: -12.7
CC(C)(C)N(Cc1ccccc1)C(=O)c1ccc(Br)o1 is entered as Lipid storage S3: -0.2%; Lipid storage S3 cell count max: -3.9

Screens (PubChem BioAssay)

A portion of the library; rates above refer to the full screens.
